RGS7-Gao: human RGS7-Galphao interaction regulation; P09471; Multiplexed bead flow cytometry, RGS7-Galphao binding; actives lie on both sides; binding response (% of control), % at 10 µM; actives 0.35% (n = 220,000); AID 1439; in the data active means binding response below about 49% or above about 150%; inconclusive means no clear call, values can overlap the other calls; inactive means in between;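 further: fluorescent Galphao held in activated GDP-AlF4 state binding bead-coupled RGS7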
Target sequence (P09471 whole entry, looked up): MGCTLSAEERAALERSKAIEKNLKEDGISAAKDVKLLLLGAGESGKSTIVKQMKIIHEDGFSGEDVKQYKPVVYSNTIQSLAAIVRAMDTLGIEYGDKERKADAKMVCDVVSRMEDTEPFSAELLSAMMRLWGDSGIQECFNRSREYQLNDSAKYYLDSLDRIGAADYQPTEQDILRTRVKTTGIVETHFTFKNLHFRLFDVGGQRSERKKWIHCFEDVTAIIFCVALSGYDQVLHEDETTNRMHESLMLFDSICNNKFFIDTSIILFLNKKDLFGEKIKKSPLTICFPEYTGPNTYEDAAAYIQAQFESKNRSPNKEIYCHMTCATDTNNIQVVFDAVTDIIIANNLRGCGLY
ABCB1 block: blocks JC-1 efflux by human ABCB1 transporter. inhibition, % at 6.6 µM. actives 0.067% (n = 190,000). CCRF-Adr cells, flow cytometry. AID 1326; in the data active means inhibition above about 40%;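 further: 0% = vehicle and 100% = reference inhibitor; higher value means more JC-1 retained so stronger ABCB1 efflux block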
RGS8-Gao: regulators of human RGS8-Galphao interaction | P09471 | multiplexed bead flow cytometry, RGS8-Galphao binding; actives lie on both sides | response (percent of control binding), % at 10 µM | actives 0.34% (n = 220,000) | AID 1423; in the data active means response below about 60% or above about 140%; inactive means in between;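 further: Galphao activated as the GDP aluminium fluoride complex binding bead-coupled RGS8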
Bcl-XL Bim block: inhibitors of Bim-Bcl-XL interaction, human; inhibition, % at 10 µM; actives 0.04% (n = 190,000); Bim peptide-Bcl-XL binding, bead flow cytometry, fluorescence; Q07817
Target sequence (Q07817 whole entry, looked up): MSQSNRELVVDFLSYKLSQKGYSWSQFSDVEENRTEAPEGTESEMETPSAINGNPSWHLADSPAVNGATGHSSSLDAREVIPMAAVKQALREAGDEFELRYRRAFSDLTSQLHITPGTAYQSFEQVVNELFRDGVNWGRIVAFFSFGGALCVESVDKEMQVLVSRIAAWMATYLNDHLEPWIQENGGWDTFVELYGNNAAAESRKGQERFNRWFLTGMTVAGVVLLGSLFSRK
ABCG2 block: human ABCG2 inhibition, ABCB1 as counter-screen. IgMXP3 cells, JC-1 efflux, flow cytometry. inhibition, % at 6.6 µM. actives 0.1% (n = 190,000);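 active means inhibition above 80%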;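 further: 0% = DMSO and 100% = nicardipine control wells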
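Test system: IgMXP3 (ABCG2) plus far-red-tagged CCRF-Adr (ABCB1) cells / Amount: 3 million cells/mL in well / Reagent: JC-1 transporter substrate / Timing: 10 min compound exposure, 25 °C / Signal: flow cytometry, 530 nm JC-1 signal / Read-out: percent efflux inhibition, scaled nicardipine 100% to DMSO 0% / Benchmarks: nicardipine as high control, DMSO as low control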
Bfl-1 Bim block: human Bim-Bfl-1 interaction inhibition; Q16548; Bead-based flow cytometry, Bim-Bfl-1 binding inhibition; inhibition, % at 10 µM; actives 0.12% (n = 190,000);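 further: 0% = wells without compound plus tracer and 100% = blocker peptide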
Bcl-2 Bim block: human Bim-Bcl-2 interaction inhibition; P10415; Bead-based flow cytometry, Bim peptide-Bcl-2 binding; inhibition, % at 10 µM; actives 0.06% (n = 190,000); AID 950; in the data active means inhibition above about 40%; inconclusive means no clear call, values can overlap the other calls;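 further: 0% = no compound wells with probe peptide and 100% = reference peptide inhibitor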
Bim-Bcl-W: inhibitors of Bim-Bcl-W interaction, human; inhibition, % at 10 µM; bead-based flow cytometry, Bim peptide-Bcl-W binding; AID 952; actives 0.02% (n = 190,000);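 further: 0% = bound tracer without compound and 100% = peptide blocker; higher means less fluorescent Bim peptide bound to Bcl-W beads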
Target sequence (Q92843 whole entry, looked up): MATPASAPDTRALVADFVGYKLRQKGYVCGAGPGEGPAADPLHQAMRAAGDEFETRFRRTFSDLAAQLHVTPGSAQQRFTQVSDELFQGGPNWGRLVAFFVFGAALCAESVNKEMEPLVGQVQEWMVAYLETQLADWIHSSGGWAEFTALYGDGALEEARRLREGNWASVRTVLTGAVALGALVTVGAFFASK
RGS4-Gao reg: human RGS4-Galphao interaction regulation; P09471; Multiplexed bead flow cytometry, RGS4-Galphao binding; actives lie on both sides; binding response (% of control), % at 10 µM; actives 0.33% (n = 220,000); AID 1415; in the data active means binding response below about 49% or above about 150%; inactive means in between;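 further: fluorescent Galphao activated with aluminum fluoride binding bead-coupled RGS4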
GSH fluor: compound fluoresces at 488/530 nm on GSH beads | GSH beads flow cytometry, compound fluorescence 488/530 nm; active compounds read high | fluorescence (KMESF) at 10 µM | actives 0.25% (n = 190,000); in the data active means fluorescence above about 89;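 further: glutathione beads carrying GST-tagged Bcl family fusion proteins plus one bare bead set; values are compound well signal with DMSO vehicle wells as background; inactives centre near 16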
Bim-Bcl-B: disrupts Bim peptide binding to human Bcl-B; Q9HD36; bead-based flow cytometry; inhibition, % at 10 µM; actives 0.073% (n = 190,000); AID 951;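 further: 0% = tracer peptide without compound and 100% = reference inhibitor peptide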
Target sequence (Q9HD36 whole entry, looked up): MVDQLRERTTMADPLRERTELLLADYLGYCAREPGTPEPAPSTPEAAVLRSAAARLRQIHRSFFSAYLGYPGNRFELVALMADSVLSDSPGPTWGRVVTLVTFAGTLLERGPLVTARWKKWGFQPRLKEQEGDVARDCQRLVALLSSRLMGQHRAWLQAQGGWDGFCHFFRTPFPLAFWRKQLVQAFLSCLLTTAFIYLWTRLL
Numbers without * were called inactive; ? = inconclusive; / = no result given. Unless noted, no stated cut-off is given here; in the data, active means inhibition above about 40%.

SMILES	RGS7-Gao	ABCB1 block	RGS8-Gao	Bcl-XL Bim block	ABCG2 block	Bfl-1 Bim block	Bcl-2 Bim block	Bim-Bcl-W	RGS4-Gao reg	GSH fluor	Bim-Bcl-B
COc1ccc(-c2ccc(SCC(=O)NCC3CCCO3)nn2)cc1OC (configuration not stated)	99	0.8	103	0	7	-8	-4	-2	103	8	-6
COc1ccc(/C=c2\s/c(=C(/C#N)C(=O)NCc3ccco3)n(-c3ccccc3)c2=O)cc1	92	-0.1	89	2	7	2	5	5	94	3	0
O=C(Nc1nc(-c2cc(Cl)sc2Cl)cs1)c1cccs1	100	0.4	101	3	5	-9	-9	2	105	32	-6
Cc1cccc2cc(COC(=O)c3ccccn3)c(=O)[nH]c12	71	0.6	74	0	1	3	-1	-1	69	8	1
COc1ccc(S(=O)(=O)NCCc2nnc3ccc(SCC(=O)Nc4cc(C)on4)nn23)cc1	99	0.5	101	-1	6	-5	0	-1	104	22	0
CCOc1ccc(CNC(=S)N/N=C\c2ccc([N+](=O)[O-])cc2)cc1	101	0.0	99	-6	7	-9	-11	-11	103	37	-6
COc1cnn(C(C)(C)C)c(=O)c1Cl	103	-0.2	101	0	-1	1	-2	2	101	17	1
C/C(CC(=O)Nc1cccc(F)c1)=N\NC(=O)C(=O)NC1CCCCC1	99	0.2	83	0	2	0	1	-1	94	7	0
CCOCCCN(Cc1ccco1)C(=O)c1cc2c(=O)[nH]c3ccc(C)cc3c2s1	102	2.1	102	-3	3	-7	-4	3	106	19	-5
Cc1c(N=Cc2cccnc2)c(=O)n(-c2ccccc2)n1C	101	0.4	98	-1	1	1	16	-3	97	21	-6
COc1ccccc1NC(=O)c1ccc(N)cc1	97	-0.1	95	0	1	-13	-7	0	95	28	-6
CCOC(=O)c1cc2sccc2n1CC(=O)Nc1ccc(OC)cc1	99	0.9	98	-6	6	-20	-11	-4	99	23	-8
O=C(O)C1CC=CCC1C(=O)Nc1ccc(S(=O)(=O)N2CCCc3ccccc32)cc1 (configuration not stated)	100	0.2	104	-1	-2	-11	-5	-3	99	38	-12
O=S1(=O)CC/C(=N\O)c2ccccc21	100	0.4	102	-1	1	-2	-2	-3	100	10	0
Fc1ccc(Nc2nc(N/N=C/c3ccco3)nc(N3CCCCC3)n2)cc1	99	0.2	100	0	12	0	0	-2	101	13	-2
CN1C(=O)C2(OCC(COc3ccc(Cl)cc3)O2)c2ccccc21 (configuration not stated)	101	0.4	101	-12	20	-21	-15	-1	103	35	-10
O=C(C1CCCCN1S(=O)(=O)c1ccc(F)cc1)N1CCN(c2ccccc2F)CC1 (configuration not stated)	108	-2.6	99	-1	-3	-1	0	-2	100	23	0
Cc1ccc(S(=O)(=O)N2CCCCC2)cc1NC(=O)C1CC(=O)N(Cc2ccccc2)C1 (configuration not stated)	108	0.4	105	0	2	-2	-3	-3	109	7	-2
c1ccc(N2CCN(Cc3cnc(N4CCOCC4)s3)CC2)cc1	?	1.3	100	-4	8	-6	-1	0	99	14	0
O=C(Cn1nnc2ccccc21)N/N=C/c1ccco1	95	0.1	101	-1	0	-2	0	-2	99	10	0
Cc1ccc(NC(=O)c2cncc(Br)c2)c([N+](=O)[O-])c1	100	1.0	97	-4	15	0	0	-1	101	6	-4
CSC1=NCCN1C(=O)Cc1cccs1	99	1.1	100	-4	2	-12	-8	0	99	24	-8
CC(=O)Nc1c(C(=O)c2ccccc2)oc2ccccc12	104	0.0	101	-8	0	-5	-6	-7	99	13	-9
O=C(NC1=NCCS1)c1cc(-c2cccc(Br)c2)nc2ccccc12	101	0.7	103	-8	4	-11	-24	-4	99	10	-13
CCNC(=O)CC1C(=O)N(c2ccc(F)cc2)C(=S)N1CCc1ccncc1 (configuration not stated)	100	-1.7	99	-2	-1	-1	-5	-6	100	14	-12

Next part:
SMILES	RGS7-Gao	ABCB1 block	RGS8-Gao	Bcl-XL Bim block	ABCG2 block	Bfl-1 Bim block	Bcl-2 Bim block	Bim-Bcl-W	RGS4-Gao reg	GSH fluor	Bim-Bcl-B
CCCc1cc(=O)n2[nH]c(C)c(-c3ccccc3)c2n1	105	2.1	104	-3	9	-7	-6	-3	104	25	-4
O=C(NNC(=O)C1CCN(Cc2ccc(Cl)c(Cl)c2)CC1)c1cccs1	102	1.5	102	1	2	-5	-4	1	100	10	0
COCCN(C(=O)Cc1cccs1)C(C(=O)NCc1ccc(OC)cc1)c1ccc(C(C)C)cc1 (configuration not stated)	98	1.4	104	4	1	-14	-10	0	103	45	-7
O=C(c1ccccc1Oc1nnnn1-c1ccccc1)N1CCOCC1	101	-2.6	98	-3	-3	-5	-9	-3	98	30	-9
NC(N)=N/N=C/c1ccccc1	101	0.2	103	2	0	3	2	4	105	16	2
O=C(O)CCCN1C(=O)c2ccc(C(=O)c3cccc([N+](=O)[O-])c3)cc2C1=O	108	0.2	102	-1	2	-6	0	-4	100	18	0
OC(CNc1ccccc1)COc1ccc(OCC(O)CNc2ccccc2)cc1 (configuration not stated)	103	-0.1	102	1	0	0	1	0	102	12	-1
Cc1ccccc1/C=N\NC(=O)c1ccccc1-n1cccc1	?	0.6	103	-3	3	-3	1	0	99	11	-4
CC(C)COC(=O)C1C(=O)CC(C)(O)C(C(=O)OCC(C)C)C1c1cccnc1 (configuration not stated)	98	0.2	101	-1	0	-4	-2	0	101	16	-1
Cc1ccc(CNC(=O)CN2CCN(Cc3ccc(Cl)cc3)C2=O)cc1	97	-0.2	98	-5	3	-10	-5	2	100	36	0
COC(=O)CCC(=O)N1CCOCCOCCOCC1	97	-0.2	101	0	-1	-2	-3	0	100	16	-4
CCOC(=O)c1sc2ncn(C(CC)C(=O)OCC)c(=O)c2c1C (configuration not stated)	100	0.4	99	-10	3	-11	-12	-2	97	34	-10
O=C(O)c1cc(-c2ccc3c(c2)OCCO3)n[nH]1	98	0.0	106	1	0	-6	-2	0	98	19	-2
c1ccc(-c2noc(-c3cccnc3)n2)cc1	102	-0.3	102	-3	2	-2	-4	-4	103	12	-4
C=C[C@]1(C)C[C@H]1[C@H](NP(=O)(c1ccccc1)c1ccccc1)c1ccccc1	104	0.7	98	-3	0	1	2	1	104	16	-8
CCC(C)C(=O)Nc1cc(C(=O)OC)ccc1C(=O)OC (configuration not stated)	101	/	103	-1	/	-8	3	3	104	18	-5
CNc1cc(CS(=O)c2ccccc2)nc(-c2ccccc2)n1 (configuration not stated)	104	0.6	101	0	2	0	1	0	106	21	0
COc1cc(-n2nc(C)c3c2OC(N)=C(C#N)C3c2ccccc2)c(Cl)c(Br)c1O (configuration not stated)	100	0.2	100	-1	1	-11	-9	4	102	47	-7
Cc1ccc(OCCN2CCN(C(=O)CCC(=O)Nc3nnc(C(C)C)s3)CC2)cc1	91	0.6	95	-5	4	-13	-12	0	91	33	-10
O=C(NCc1ccc2c(c1)OCO2)c1ccc2snnc2c1	103	1.6	102	-4	7	-18	-11	-4	104	32	-9
O=C(c1nc2ccc(Cl)cn2c1CNCC[C@@H]1C[C@@H]2C=C[C@H]1C2)N1CCCCCCC1	77	5.4	87	0	4	-3	0	0	101	23	0
Cc1cccc(N(C(=O)CCC(=O)Nc2cc(C)on2)C(C(=O)NC2CCCC2)c2ccncc2)c1 (configuration not stated)	97	-0.3	99	9	-2	-8	-8	0	99	31	-9
CC1Cc2ccccc2N1C(=O)C1CCN(S(=O)(=O)Cc2ccccc2)CC1 (configuration not stated)	84	0.8	85	2	3	0	0	0	81	12	0
Cc1ccc(OCC(=O)NCc2ccccn2)c(Br)c1	94	0.6	96	7	12	18	12	3	98	28	10
COc1ccccc1-n1c(SCC(=O)NC2CCCC2)nc2cccnc21	100	2.1	104	2	2	-14	-7	-1	100	39	-9

(next part)
SMILES	RGS7-Gao	ABCB1 block	RGS8-Gao	Bcl-XL Bim block	ABCG2 block	Bfl-1 Bim block	Bcl-2 Bim block	Bim-Bcl-W	RGS4-Gao reg	GSH fluor	Bim-Bcl-B
CCOc1ccc(/C=N/NC(=O)C2(O)c3ccccc3-c3ccccc32)cc1	104	1.0	104	-6	-1	4	0	-5	106	9	-6
CN(C)CCCNCCCNC(=O)/C(=N\O)c1ccccn1	96	0.2	96	-8	17	-17	-7	-2	93	23	-7
CC(=O)NCCCC(=O)NC(CCC(=O)OCc1ccccc1)C(=O)OCc1ccccc1 (configuration not stated)	98	0.2	98	-4	6	-8	-4	-2	97	9	-4
O=C(c1ccc2nc3ccccc3c(=O)n2c1)N1CCN(Cc2ccc3c(c2)OCO3)CC1	100	0.5	102	5	1	1	2	4	98	12	2
COc1cccc(-c2nnn(CC(C)=O)n2)c1	101	0.0	104	-1	0	0	2	3	102	27	-2
COC(=O)c1ccccc1NC(=O)CN1CCN(c2ccccn2)CC1	88	0.8	94	-3	1	-4	-7	-1	90	11	-1
CS(=O)(=O)N1CCN(c2ccc(NC(=O)c3ccc(Br)o3)cc2)CC1	100	0.1	95	-1	5	-1	0	-1	101	36	-1
CCOC(=O)N1CCC(N2CCN(C3CCCC3)C(CCO)C2)CC1 (configuration not stated)	95	0.4	96	-2	4	-7	-1	0	97	11	-4
N#Cc1c(N)nc(SCC(=O)NCc2ccc3c(c2)OCO3)c(C#N)c1-c1cccs1	99	-0.1	101	0	0	-10	-7	2	97	43	-4
CC(C)CCNC(=O)CCNS(=O)(=O)c1ccc(Cl)cc1	99	0.8	101	-9	6	-21	-14	-3	99	25	-8
CCOC(=O)CCC(NC(=O)CCCCCCCC(=O)NC(CCC(=O)OCC)C(=O)OCC)C(=O)OCC (configuration not stated)	102	-0.2	101	-9	-1	-14	-8	-4	101	16	-6
COc1cccc(NC(=O)Nc2cnccn2)c1	97	-0.1	100	-4	8	-5	-6	-3	97	12	-4
COC(=O)c1nc(N)sc1-c1ccccc1	99	-5.6	99	-2	-7	2	-5	1	99	29	-12
C(=N\Nc1nc(-c2ccccc2)cs1)/c1cccnc1	101	0.4	99	-6	17	-15	-9	-1	102	24	-7
Nn1cc(-c2ccccc2)nc1SCC(=O)NCC1CCCO1 (configuration not stated)	102	1.9	103	-5	7	-3	-1	-5	102	13	-4
CCCCCCOc1ccc(N2C(=O)CC(N(CCc3ccc(S(N)(=O)=O)cc3)C(C)=O)C2=O)cc1 (configuration not stated)	95	-0.6	102	0	-1	-4	-2	0	97	11	0
CCC(=O)Nc1ccc(C(=O)NNC(=O)c2ccccc2)cc1	103	0.5	103	-1	1	-9	-1	0	101	9	-2

Part of the list above, in CSV form:
Molecule,RGS7-Gao,ABCB1 block,RGS8-Gao,Bcl-XL Bim block,ABCG2 block,Bfl-1 Bim block,Bcl-2 Bim block,Bim-Bcl-W,RGS4-Gao reg,GSH fluor,Bim-Bcl-B
CCOC(=O)N1CCC(N2CCN(C3CCCC3)C(CCO)C2)CC1 (configuration not stated),95,0.4,96,-2,4,-7,-1,0,97,11,-4
CN(C)CCCNCCCNC(=O)/C(=N\O)c1ccccn1,96,0.2,96,-8,17,-17,-7,-2,93,23,-7
CCOC(=O)CCC(NC(=O)CCCCCCCC(=O)NC(CCC(=O)OCC)C(=O)OCC)C(=O)OCC (configuration not stated),102,-0.2,101,-9,-1,-14,-8,-4,101,16,-6
COC(=O)c1nc(N)sc1-c1ccccc1,99,-5.6,99,-2,-7,2,-5,1,99,29,-12
Nn1cc(-c2ccccc2)nc1SCC(=O)NCC1CCCO1 (configuration not stated),102,1.9,103,-5,7,-3,-1,-5,102,13,-4

Bioassay records: PubChem, NMMLSC
